# Bioassay records: PubChem, National Center for Advancing Translational Sciences (NCATS)
# D2 antagonist = HTS Assay for Allosteric Antagonists of the Human D2 Dopamine Receptor: Primary Screen for Antagonists; HEK293 TREx D2 cells, calcium flux, dopamine EC80; 340,000 tested, 2% active; AID 485344, 2010; D(2) dopamine receptor (Homo sapiens), P14416; inhibition, % at 10 µM; in the data active means inhibition above about 30%; further: 0% is about no effect
#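 Read-out: kinetic calcium fluorescence (1 cycle/s) in inducible HEK293 T-REx D2 cells after an EC80 dopamine addition that followed 180 s compound preincubation. Loss of the dopamine response indicates antagonism.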
# PI4K2A inh = qHTS for small molecular inhibitors of PI4K2A | Phosphatidylinositol 4-kinase type 2-alpha (Homo sapiens), Q9BTU6 | purified PI4K2A, ADP-Glo luminescence, 1 h; hits give low values | activity change, negative = inhibition, % at 76.9 µM | 420,000 tested, 0.13% active; in the data active means activity change below about -50%; inconclusive means mostly about -30% to -49%;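 further: -100% = wells without enzyme as full effect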
# Target sequence (Q9BTU6 whole entry, looked up): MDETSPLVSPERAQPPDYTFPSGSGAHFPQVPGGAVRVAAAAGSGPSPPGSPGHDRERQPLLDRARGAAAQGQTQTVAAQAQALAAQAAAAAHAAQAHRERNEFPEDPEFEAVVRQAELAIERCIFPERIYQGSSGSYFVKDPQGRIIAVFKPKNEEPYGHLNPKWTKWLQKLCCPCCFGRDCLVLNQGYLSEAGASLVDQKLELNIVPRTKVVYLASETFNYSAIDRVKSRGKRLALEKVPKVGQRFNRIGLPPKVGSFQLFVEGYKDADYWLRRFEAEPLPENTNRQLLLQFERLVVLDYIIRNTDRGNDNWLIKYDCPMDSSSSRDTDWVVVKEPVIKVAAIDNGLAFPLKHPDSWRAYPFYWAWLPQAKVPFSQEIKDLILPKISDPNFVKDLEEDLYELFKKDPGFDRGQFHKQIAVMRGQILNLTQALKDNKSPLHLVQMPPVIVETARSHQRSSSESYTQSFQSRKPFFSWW
#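 In this quantitative HTS, ADP production by PI4K2A was quantified luminescently after 1 h at ambient temperature; 100 microM adenosine served as plate-quality control.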
# TrxR1 substrate = qHTS Assay for Substrates of Mammalian Selenoprotein Thioredoxin Reductase 1 (TrxR1): qHTS. purified TrxR1 substrate turnover, NADPH consumption readout. Potency, µM (doses to about 114 µM), without a hit: top-dose activity change, negative = substrate turnover. Thioredoxin reductase 1, cytoplasmic (Rattus norvegicus), O89049. AID 588456, 2011. 390,000 tested, 0.01% active; further: potency means the concentration at half of the fitted maximal effect; on the % scale 0 is the no-effect control and ±100 the full control effect; nearly all actives have a fitted effect of over 50% in size
#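 Rat TrxR1, dispensed at 90 nM, was prereduced with 400 uM NADPH (final) for 5 min at ~22 deg C, then incubated with compound 15 min before 400 uM selenite. A first-read NADPH fluorescence drop versus no-compound background flagged substrates.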
# D2 agonist = HTS Assay for Allosteric Agonists of the Human D2 Dopamine Receptor: Primary Screen for Agonists; D(2) dopamine receptor (Homo sapiens), P14416; HEK293 T-REx D2 cells, calcium flux agonist mode; activation, % at 2 µM; 340,000 tested, 0.53% active; AID 485358, 2010;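 active means activation over 3 SD above normal in the single-dose calcium agonist read, cut at about 30% in these data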; further: 0% is about no effect
#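 Tetracycline-induced HEK293 Trex cells with D2 receptor force-coupled to calcium signaling, plated overnight at 30 C and loaded with no-wash calcium dye. Calcium flux read kinetically for 180 s after compound addition; responses flag agonists.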
# TRHR PAM = qHTS for Small Molecule Agonists and Allosteric Enhancers of Human TRH Receptor: Primary Screen for Enhancers; Thyrotropin-releasing hormone receptor (Homo sapiens), P34981; TRHR cells, fluo-8 calcium fluorescence, EC20 TRH enhancement; enhancement, % at 2 µM; 360,000 tested, 0.66% active; in the data active means enhancement above about 30%; further: 0% is about no effect
#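 Enhancer read-out: after compound pinning and an initial kinetic agonist-mode read, an EC20 of TRH (10 nM final) was injected and fluo-8 calcium signal (Ex 480/Em 530) followed at 1 s/cycle for 100 cycles in TRHR-expressing cells.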
# mIDH1 inhibitor = qHTS for Inhibitors of mutant isocitrate dehydrogenase 1 (IDH1): qHTS; Potency, µM (top dose mostly 76.6 µM), inactives show at the highest dose activity change, negative = inhibition, hits mostly inhibitors; Isocitrate dehydrogenase [NADP] cytoplasmic (Homo sapiens), O75874; 390,000 tested, 0.093% active; IDH1-R132H enzyme, NADPH consumption, diaphorase/resazurin fluorescence; further: potency means the concentration at half of the fitted maximal effect; on the % scale 0 is the no-effect control and ±100 the full control effect; nearly all actives have a fitted effect of over 65% in size
# Target sequence (O75874 whole entry R132H, stated change not applied): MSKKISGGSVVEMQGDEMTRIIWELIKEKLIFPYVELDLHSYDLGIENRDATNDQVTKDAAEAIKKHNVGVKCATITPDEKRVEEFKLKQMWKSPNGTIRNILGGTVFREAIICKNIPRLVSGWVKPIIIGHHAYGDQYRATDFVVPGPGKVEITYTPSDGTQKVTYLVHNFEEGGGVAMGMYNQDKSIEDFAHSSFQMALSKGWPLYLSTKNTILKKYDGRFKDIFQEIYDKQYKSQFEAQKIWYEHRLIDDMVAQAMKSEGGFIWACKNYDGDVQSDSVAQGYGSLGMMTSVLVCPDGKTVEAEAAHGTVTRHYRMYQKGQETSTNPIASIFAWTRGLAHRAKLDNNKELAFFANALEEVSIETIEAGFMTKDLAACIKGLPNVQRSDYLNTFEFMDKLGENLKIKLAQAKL
#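 IDH1-R132H (0.5 ug/mL) preincubated 30 min with compound, then NADPH (0.016 mM) and alpha-KG (2 mM) added; 80 min at RT, pH 7.5. Remaining NADPH coupled via diaphorase/resazurin to fluorescence (540/590 nm); concentration-response curves normalized to no-enzyme control.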
# rTrxR1 inhibitor = qHTS Assay for Inhibitors of Mammalian Selenoprotein Thioredoxin Reductase 1 (TrxR1): qHTS. AID 588453, 2011. Potency, µM (titrated, usually from 114 µM), for inactives: top-dose activity change, negative = inhibition, actives largely listed as inhibitors. 390,000 tested, 1% active. Thioredoxin reductase 1, cytoplasmic (Rattus norvegicus), O89049. recombinant rTrxR1, NADPH fluorescence consumption, selenite substrate; further: potency means the concentration at half of the fitted maximal effect; on the % scale 0 is the no-effect control and ±100 the full control effect; nearly all actives have a fitted effect of over 65% in size
#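 Rat TrxR1 (90 nM in the dispensed reagent) was pre-reduced with 400 uM NADPH for 5 min at room temperature, then incubated with compound for 15 min. After 400 uM selenite was added, NADPH fluorescence (Ex 340/Em 450 nm) was followed for 8 min.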
# TRHR ag = qHTS for Small Molecule Agonists and Allosteric Enhancers of Human TRH Receptor: Primary Screen for Agonists. AID 493084, 2011. TRHR cells, calcium flux fluo-8, FDSS agonist mode. activation, % at 2 µM. Thyrotropin-releasing hormone receptor (Homo sapiens), P34981. 360,000 tested, 0.18% active; in the data active means activation above about 30%; further: 0% is about no effect
#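 TRHR-expressing cells loaded with fluo-8 calcium dye; 23 nL library compound pin-transferred, kinetic FDSS fluorescence (Ex 480/Em 530) recorded about 180 s for agonist-induced calcium release, before a 10 nM TRH EC20 addition for potentiator mode.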
# USP1 inh = Inhibitors of USP1/UAF1: Primary Screen; Ubiquitin carboxyl-terminal hydrolase 1 (Homo sapiens), O94782; recombinant USP1/UAF1, Ub-Rhodamine cleavage fluorescence; Potency, µM (top dose mostly 57.1 µM), inactives show top-dose activity change, negative = inhibition, actives largely listed as inhibitors; 390,000 tested, 0.23% active; AID 743255, 2014; further: potency means the concentration at half of the fitted maximal effect; on the % scale 0 is the no-effect control and ±100 the full control effect; nearly all actives have a fitted effect of over 60% in size; inactives centre near -12
#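 1 nM enzyme complex + cpd, 15 min RT; start with Ub-Rho 150nM final; kinetic fluorescence ex 480/em 540, 6 reads q60 s. Buffer 50mM HEPES pH 7.8, 0.5mM EDTA, 0.1 mg/ml BSA, 1mM TCEP, 0.01% Tween-20.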
# * = called active by the depositor; ? = inconclusive; . = not tested or not shown; [ ] = another dose, or the depositor's remark. Unless noted, the call rests on the fitted dose curve; in most records, active means well fitted inhibition curve with a large enough effect; inconclusive means small, poorly fitted or top-dose-only effect; inactive means no such curve, though single readings can be large or run the other way.
Structure	D2 antagonist	PI4K2A inh	TrxR1 substrate	D2 agonist	TRHR PAM	mIDH1 inhibitor	rTrxR1 inhibitor	TRHR ag	USP1 inh
CCOC(=O)C1CCc2sc(N)c(C#N)c21 (stereo unspecified)	-3	1	9%	-2.2	0	0%	19%	-0.1	-2%
O=C(CN1CCN(c2ccc(O)cc2)CC1)Nc1cc(S(=O)(=O)N2CCOCC2)ccc1Cl	-11	-14	1%	1.5	2	4%	10%	0.5	-15%
COc1cc(OC)cc(-c2c(-c3ccc(C(C)=O)cc3)c3cc(-c4cccc5[nH]ccc45)ccc3n2C)c1	.	-4	11%	.	.	-2%	18%	.	-6%
NC(=O)C[C@@H]1NC(=O)c2cc([N+](=O)[O-])cc(F)c2NCCCC[C@@H](C(N)=O)NC(=O)[C@H](CO)NC1=O	-10	.	.	-0.4	2	.	.	-0.3	.
COc1ccc2c(CC(=O)O)cc(=O)oc2c1	-6	-4	104%[activator]	0.9	-2	4%	-16%	0.3	-21%
Cc1cc(C)n(-c2nc3ccccc3c(=O)n2OCC(N)=O)n1	4	3	4%	-0.6	-1	1%	8%	0.3	-4%
CCc1ccc(S(=O)(=O)c2nnn3c2nc(NC(C)C)c2cc(Cl)ccc23)cc1	.	-2	57%[activator]	0.2	-4	-5%	124%[activator]	0.4	-16%
COc1ccc(NC(=S)N2CCN(S(=O)(=O)c3ccccc3)CC2)cc1	-13	0	4%	-1.1	-1	-3%	9%	-0.2	-21%
O=C(CSCc1c(Cl)cccc1Cl)NCc1cccnc1	-10	-5	8%	0.3	-5	0%	19%	-0.3	-6%
Cc1nc2nc(SCC(=O)c3cccc([N+](=O)[O-])c3)[nH]c2cc1Br	38*	1	-2%	0.0	-5	2%	-22%	-1.0	-18%
CCc1ccccc1N(C(=O)c1snc(C(N)=O)c1N)C(C(=O)NCC1CCCO1)c1ccc(N(C)C)cc1 (stereo unspecified)	-2	1	5%[57.1 µM]	0.3	3	0%	8%[57.1 µM]	0.1	-1%
CC1(C)CC2CC(C)(CN2C(=O)CN2C(=O)c3ccccc3C2=O)C1 (stereo unspecified)	10	2	12%[57.1 µM]	-0.4	-11	0%	9%[57.1 µM]	0.1	-11%
CCCOc1cccc(CN2CCCCC2c2cccnc2)c1 (stereo unspecified)	20	-3	2%	-0.2	1	3%	4%	-0.4	-7%
Cc1ccc(NC(=O)C2CC(=O)N(c3ccc(OC(C)C)cc3)C2)cc1 (stereo unspecified)	.	2	-1%	-1.5	4	-20%	10%	-0.8	27%
Clc1ccc(-c2nc3ccccc3nc2-c2ccccc2)cc1	-7	-1	11%[57.1 µM]	0.5	6	0%	11%	-0.3	-26%
CCOC(=O)N1CCN(CC(O)c2ccccc2)CC1 (stereo unspecified)	20	5	-4%	2.7	-1	2%	13%	0.6	-14%
C/C(=N\NC(=S)NC(C)C)c1cccc([N+](=O)[O-])c1	-2	2	1%	-0.9	7	1%	-4%	-0.7	-17%
O=[N+]([O-])c1ccc(NC(=S)NCCc2ccccc2)cc1	6	5	3%	11	-4	1%	2%[57.1 µM]	0.9	-24%
CCOC(=O)n1c(=O)n(Cc2cccc(F)c2)c2ccccc21	0	4	7%[57.1 µM]	0.9	-11	10%	17%[57.1 µM]	0.4	1%
O=C(CSc1nc2c([nH]c3ccccc32)c(=O)n1-c1ccc(F)cc1)NC1CCCCC1	.	-2	-2%[57.1 µM]	0.5	-2	4%	6%[57.1 µM]	-0.4	-23%
Cc1sc2c(c1C)c(=O)n(CCc1ccccc1)c(=O)n2Cc1ccccc1Cl	.	1	5%	.	-4	.	20%	-1.9	-23%
CC(=O)Nc1cccc(NC(=S)Nc2cccc(Cl)c2Cl)c1	13	-3	0%[57.1 µM]	0.6	-3	4%	32µM*	-0.5	2%
N#CC1=C(N)C2=CCCC[C@H]2[C@H](c2cccc(F)c2)C1(C#N)C#N	3	-1	-15%	0.8	-6	46µM*	?	0.4	-22%
C/C(CCC1CC(C)(C)OC1=O)=N\NC(N)=S (stereo unspecified)	6	2	-22%[57.1 µM]	0.5	14	1%	7%[57.1 µM]	0.2	-19%
CCOCCCNS(=O)(=O)c1ccc(NC(=O)c2ccccc2)cc1	-11	-6	7%	-0.1	2	8%	36%[activator]	0.2	10%
Cc1ccccc1N(CC(=O)NCCSC1CCCCC1)S(=O)(=O)c1ccccc1	-11	-2	4%	-0.1	-19	3%	36%[activator]	1.7	-24%
Cc1ccccc1Nc1nc(-c2cccc(Cl)c2)c2c(n1)-c1ccccc1OC2	.	-1	8%	-0.3	11	-3%	16%	-0.4	11%
COc1cccc(N2CCN(CC(=O)Nc3ccc(-n4cnnn4)cc3)CC2)c1	9	-6	3%	1.5	-12	-2%	9%	0.0	-13%
CC(=O)NCc1nc2ccccc2n1Cc1ccccc1C	5	-2	2%	-0.1	-7	11%	10%	0.1	-25%
COc1ccc(C(=O)Nc2ccccc2C(=O)NC(C)C)cc1OC	-16	19	4%	0.1	15	18%	7%	-0.4	2%
Cc1ccc(Nc2nnc(SCC3CCCCO3)s2)cc1 (stereo unspecified)	4	2	-6%	0.0	3	15%	-14%	0.8	-19%
COc1ccccc1NC(=O)c1oc2ccccc2c1NC(=O)Cc1cccs1	.	2	28%	-0.5	-6	-1%	3%	-0.4	0%
CC(C)(C)C(=O)NCC12C=CC(O1)C1C(=O)N(c3ccccc3)C(=O)C12 (stereo unspecified)	2	-6	1%	-0.3	0	-2%	18µM*	0.8	-7%
CC(=O)c1ccc(N2CCc3ccccc3C2)c([N+](=O)[O-])c1	-3	0	-8%	-1.0	-2	-5%	15%	-0.6	-17%
COc1ccc(NC(=O)C(NC(=O)CC2NC(=O)NC2=O)c2ccccc2)cc1 (stereo unspecified)	0	-1	0%[57.1 µM]	-1.5	4	6%	-12%[57.1 µM]	-0.2	2%
COc1ccc(S(=O)(=O)Nc2ccccc2C(=O)NN2CCOCC2)cc1OC	.	-6	-6%	.	.	4%	0%	.	4%
OC[C@H]1O[C@@H](O[C@@H]2[C@@H](CO)O[C@@](O)(CO)[C@H]2O)[C@H](O)[C@@H](O)[C@H]1O	-9	1	-2%	6.4	5	1%	-5%	2.2	-24%
COC(=O)[C@H](Cc1ccccc1)NC(=O)Cn1cnc2c(OCc3ccccc3)ncnc21	.	-1	3%	.	.	-6%[38.3 µM]	24%	.	-13%
Nc1cccc(Nc2nc(OC(C(F)(F)F)C(F)(F)F)nc(OC(C(F)(F)F)C(F)(F)F)n2)c1	.	-10	-7%	.	1	10%	16%	1.8	?
CCCn1nnnc1SCC(=O)NNC(=O)c1ccco1	15	6	3%	0.6	2	15%	4%	-0.1	-5%
O=C(Nc1cccc(NC(=O)c2cccs2)c1)c1ccc(Br)cc1	-18	1	-6%	-0.7	-1	0%	-6%	-0.4	-10%
CCc1ccc2[nH]c(=O)c(CN(Cc3ccc4c(c3)OCO4)C(=O)c3ccco3)cc2c1	-3	10	3%	0.4	6	1%	-1%	0.8	-15%
Cc1c2cnn(-c3ccccc3)c(=O)c2c(C)n1CCCC(=O)NCCN1CCN(C)CC1	-10	3	1%	-0.2	7	2%	14%	-1.1	-6%
O=C(COC(=O)c1ccncc1)NCc1ccccc1	-51	2	1%	-0.6	-9	3%	4%	0.2	-6%
COc1ccccc1C(=O)NCCC(=O)N1CC(=O)Nc2ccccc21	-21	2	14%[57.1 µM]	-0.4	-3	0%	15%[57.1 µM]	-0.2	5%

# Given field by field: part of the list above
> Cc1c2cnn(-c3ccccc3)c(=O)c2c(C)n1CCCC(=O)NCCN1CCN(C)CC1
  D2 antagonist = -10
  PI4K2A inh = 3
  TrxR1 substrate = 1%
  D2 agonist = -0.2
  TRHR PAM = 7
  mIDH1 inhibitor = 2%
  rTrxR1 inhibitor = 14%
  TRHR ag = -1.1
  USP1 inh = -6%
> O=C(COC(=O)c1ccncc1)NCc1ccccc1
  D2 antagonist = -51
  PI4K2A inh = 2
  TrxR1 substrate = 1%
  D2 agonist = -0.6
  TRHR PAM = -9
  mIDH1 inhibitor = 3%
  rTrxR1 inhibitor = 4%
  TRHR ag = 0.2
  USP1 inh = -6%

# Continuation:
Structure	D2 antagonist	PI4K2A inh	TrxR1 substrate	D2 agonist	TRHR PAM	mIDH1 inhibitor	rTrxR1 inhibitor	TRHR ag	USP1 inh
CCCC(=O)Nc1ccccc1-c1nnc(SC)[nH]c1=O	-4	-4	-5%	1.0	-1	-2%	4%	0.2	-1%
CC1CCCCN1S(=O)(=O)c1cn(C)c(=O)n(C)c1=O (stereo unspecified)	.	-4	11%[57.1 µM]	.	1	0%	9%[57.1 µM]	1.2	-14%
COc1ccccc1C(=O)OCC(=O)Nc1ccccc1OC(F)F	-6	0	-1%	2.9	2	1%	16%	1.9	-1%
COCCCn1c(SCC(=O)NC2CCCCC2)nnc1-c1ccco1	8	-2	0%	-0.6	25	-6%	?	0.2	-24%
CCc1cc(-c2n[nH]c(C)c2-c2nc3ccccc3s2)c(O)cc1OCC(=O)NN	-5	6	10%[57.1 µM]	2.4	4	4%	20%[57.1 µM]	0.4	-3%

# Compounds as they come (roughly 3.9% active in at least one column).
